AGP1 TOR yeast: alters AGP1-GFP fluorescence in TOR pathway yeast screen. S. cerevisiae AGP1-GFP multiplex flow cytometry, 3 h; GFP as percent of DMSO wells. GFP response vs DMSO, % at 10 µM. 0.02% of 320,000 active. AID 2066;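 active means GFP response relative to DMSO above a set limit, near screen average plus 3 SD, cut at about 150% in these data; inconclusive means fewer than 70 cells counted for the yeast strain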;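 further: median GFP channel fluorescence of the gated AGP1 strain per well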
CIT2 TOR yeast: alters CIT2-GFP fluorescence in TOR pathway yeast screen. 0.065% of 320,000 active. GFP response vs DMSO, % at 10 µM. S. cerevisiae CIT2-GFP strain, flow cytometry, 3 h; 100 means same as DMSO wells;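 active means GFP response relative to DMSO above a set limit, near the screen mean plus 3 SD, cut at about 150% in these data; inconclusive means Fewer than 70 cells measured for a yeast strain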;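 further: ratio of well median GFP fluorescence to mean of DMSO wells on the plate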
RPL19A TOR yeast: modulators of TOR pathway RPL19A-GFP in S. cerevisiae | S. cerevisiae RPL19A-GFP strain, flow cytometry, 3 h; hits give low values | percent response vs DMSO, % at 10 µM | 0.3% of 330,000 active | AID 2025;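 active means percent response vs DMSO below 50%; inconclusive means fewer than 70 events counted for the yeast strain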;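 further: median channel GFP fluorescence of the barcoded RPL19A-GFP strain; ratio of sample median GFP to plate DMSO average so 100% = DMSO; lower means less RPL19A-GFP as with rapamycin TOR inhibition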
MEP2 TOR yeast: modulators of TOR pathway MEP2-GFP in S. cerevisiae; S. cerevisiae MEP2-GFP strain, flow cytometry GFP, 3 h; 100% = DMSO control level; GFP response vs DMSO, % at 10 µM; 0.51% of 330,000 active; AID 2016;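 active means GFP response versus DMSO above a set limit, roughly screen mean plus 3 SD, cut at about 180% in these data; inconclusive means fewer than 70 cells counted for a yeast strain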;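 further: median GFP fluorescence of the barcode-gated MEP2-GFP cells per well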
Yeast superoxide: lowers age-related superoxide in aged yeast cells; AID 2690; S. cerevisiae aged cells, superoxide DHE fluorescence; hits give low values; 0.18% of 330,000 active; superoxide response (% of plate mean), % at 10 µM;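 active means superoxide response under a set limit, about three screen SD below normal, cut at about 65% in these data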;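 further: yeast aged for seven days with compound at 30 °C before DHE staining; 100% = average MFI of all compound-treated wells on the plate with controls excluded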
VLA-4 inh: inhibition in a human VLA-4 binding assay; P13612; VLA-4 expressing cells, ligand binding flow cytometry; inhibition, % (about 7 µM as worked out from the volumes in the protocol); 0.2% of 330,000 active; AID 2557; in the data active means inhibition above about 50%
LAP4 TOR yeast: modulators of TOR pathway LAP4-GFP in S. cerevisiae. S. cerevisiae LAP4-GFP multiplex, flow cytometry GFP, 3 h; median GFP as percent of DMSO wells. GFP response vs DMSO, % at 10 µM. 0.34% of 320,000 active;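 active means GFP response vs DMSO above a set limit, about the screen mean plus 3 SD, cut at about 150% in these data; inconclusive means under 70 cell events counted for the yeast strain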
GRK2 inh: blocks RNA aptamer binding to human GRK2; bead flow cytometry, FAM-aptamer displacement from GRK2; 0.59% of 330,000 active; P25098; inhibition of aptamer binding, % at 10 µM; AID 488847;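 active means inhibition of aptamer binding above 40%, roughly 3 SD of noise, on plates passing a quality check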;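 further: median bead fluorescence of bound FAM aptamer so fluorescent compounds give negative values; no value below 0 was filed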
Target sequence (P25098 whole entry, looked up): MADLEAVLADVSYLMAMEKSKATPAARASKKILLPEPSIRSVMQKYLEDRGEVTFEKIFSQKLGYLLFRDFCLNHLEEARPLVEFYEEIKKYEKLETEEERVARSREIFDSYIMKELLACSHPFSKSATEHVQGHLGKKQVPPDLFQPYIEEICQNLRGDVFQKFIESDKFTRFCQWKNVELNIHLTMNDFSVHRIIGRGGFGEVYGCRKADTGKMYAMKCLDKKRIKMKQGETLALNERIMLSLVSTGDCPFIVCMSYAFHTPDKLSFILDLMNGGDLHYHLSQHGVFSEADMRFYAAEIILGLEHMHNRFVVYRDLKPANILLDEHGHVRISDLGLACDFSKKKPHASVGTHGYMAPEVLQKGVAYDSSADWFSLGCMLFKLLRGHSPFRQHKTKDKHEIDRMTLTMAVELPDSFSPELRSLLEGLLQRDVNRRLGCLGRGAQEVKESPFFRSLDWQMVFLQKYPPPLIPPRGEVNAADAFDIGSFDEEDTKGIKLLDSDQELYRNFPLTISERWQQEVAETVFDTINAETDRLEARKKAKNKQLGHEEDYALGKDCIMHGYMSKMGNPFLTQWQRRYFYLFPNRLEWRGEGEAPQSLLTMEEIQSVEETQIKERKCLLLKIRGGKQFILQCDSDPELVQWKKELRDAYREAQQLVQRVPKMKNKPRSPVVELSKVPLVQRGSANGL
* marks the source's active call; other numbers are inactive results; i = inactive; ? = inconclusive; nt = no result given; [ ] = dose if it differs, or a comment.

SMILES	AGP1 TOR yeast	CIT2 TOR yeast	RPL19A TOR yeast	MEP2 TOR yeast	Yeast superoxide	VLA-4 inh	LAP4 TOR yeast	GRK2 inh
O=C(c1cnn2c(C(F)(F)F)cc(-c3ccco3)nc12)N1CCCCCC1	105	109	100	107	90	-5	103	2
COc1ccc(-n2c(COc3ccc4c(c3)OCO4)nnc2SCC(=O)O)cc1	107	105	103	100	92	0	108	2
CN1CCN(S(=O)(=O)c2ccc(NC(=O)c3ccco3)cc2)CC1	100	96	98	100	104	-3	99	0
CC1(c2cccs2)CC(c2cccs2)=C(C#N)C(=O)N1 (stereo unspecified)	105	110	99	100	86	-10	101	0
CCOc1ccc(S(=O)(=O)NCCC(=O)N2CCN(Cc3ccccc3)CC2)cc1	115	106	94	101	103	5	107	3
CCCCC(CC)C1OCC(C[N+]2(C)CCOCC2)O1 (stereo unspecified)	96	93	96	104	92	-4	95	3
CCOC(=O)Cc1csc(SCC(=O)NC2CCCC(C)C2C)n1 (stereo unspecified)	82	86	101	96	94	-8	91	2
CCOc1ccc(N(CC(=O)Nc2cc(C)ccc2C)S(=O)(=O)c2c(C)[nH]c(=O)[nH]c2=O)cc1	103	98	100	97	95	3	93	0
CCC(C)NC(=O)NC1C(NC(=O)NC(C)CC)N(C)C(=O)N1C (stereo unspecified)	99	99	98	105	116	15	112	5
CCN(C(=O)CSc1nc2ccccc2o1)C1CCS(=O)(=O)C1 (stereo unspecified)	104	98	96	95	103	27	103	3
COc1ccc(CCC(=O)OCC(=O)Nc2ccc3[nH]c(=O)[nH]c3c2)cc1	100	100	99	97	96	-3	108	3
COc1ccc(C)cc1S(=O)(=O)Nc1cc(Cl)ccc1Cl	97	106	101	98	91	5	90	3
Cc1ccc(C(=O)Nc2cc(S(=O)(=O)N3CCOCC3)ccc2N2CCCC2)cc1	102	89	98	109	93	-163	99	0
COc1ccc(S(=O)(=O)NC2CCCCC2)c(C)c1C	97	88	96	100	105	25	92	0
CCOc1ccccc1C(=O)N(CN1CCCC1=O)c1ccc(C)c(Cl)c1	105	nt	110	100	85	9	112	2

Profiles, looked up by structure. Order of values: AGP1 TOR yeast	CIT2 TOR yeast	RPL19A TOR yeast	MEP2 TOR yeast	Yeast superoxide	VLA-4 inh	LAP4 TOR yeast	GRK2 inh
COc1ccc(CCC(=O)OCC(=O)Nc2ccc3[nH]c(=O)[nH]c3c2)cc1 is listed as 100	100	99	97	96	-3	108	3
CCCCC(CC)C1OCC(C[N+]2(C)CCOCC2)O1 (stereo unspecified) is listed as 96	93	96	104	92	-4	95	3
O=C(c1cnn2c(C(F)(F)F)cc(-c3ccco3)nc12)N1CCCCCC1 is listed as 105	109	100	107	90	-5	103	2

(continued)
SMILES	AGP1 TOR yeast	CIT2 TOR yeast	RPL19A TOR yeast	MEP2 TOR yeast	Yeast superoxide	VLA-4 inh	LAP4 TOR yeast	GRK2 inh
Cc1ccccc1C(=O)c1c[nH]c(C(=O)NCCc2ccccn2)c1	96	102	97	100	96	-14	94	1
CC(=O)N(C(C)=O)n1c(/C=C/c2ccc([N+](=O)[O-])cc2)nc2ccccc2c1=O	94	86	98	87	88	2	112	1
O=C(Nc1ncnc2c1CCC2)C12CC3CC(CC(C3)C1)C2	94	93	93	94	98	-36	91	0
O=C(Nc1ccc(N2CCOCC2)cc1)c1ccncc1	96	99	92	96	97	-4	91	0
COc1ccccc1NC(=O)Nc1nn(C)c2cccc(N(C)C)c12	99	102	96	99	100	2	121	1
O=C(Cc1ccc(F)cc1)N1CCN(c2ccc(F)cc2)CC1	96	102	102	98	115	18	95	1
COc1ccccc1NC(=O)C(CCS(C)(=O)=O)N1C(=O)c2ccccc2C1=O (stereo unspecified)	94	nt	95	91	93	-7	84	5
Cc1ccc(OCC(=O)N/N=C/c2c[nH]c3ccccc23)c([N+](=O)[O-])c1	100	94	98	101	101	-9	100	2
C/C(=N\OCC(=O)Nc1ccc(Br)cc1)c1cccs1	86	89	96	94	94	0	78	0
O=S(=O)(Nc1ccc2c(c1)OCO2)c1ccc(Br)s1	88	90	94	99	95	-6	109	5
CCOc1ccc(-n2c(-c3ccccc3)c[n+]3c2CCCCC3)cc1	95	95	100	103	98	7	83	2
CCNC(=O)COc1cc(C)c(Cl)c(C)c1	99	105	96	98	98	8	nt	0
CCN(CC)S(=O)(=O)c1cccc(C(=O)N/N=C/c2ccc([N+](=O)[O-])o2)c1	111	112	104	109	114	-5	118	0
CC(C)n1ncc(N2CCOCC2)c(Cl)c1=O	101	104	102	101	96	-7	90	0
O=C(NNC(=O)C1CCN(Cc2cccc(F)c2)CC1)c1cccc(Cl)c1	98	100	97	96	101	-12	100	0
Cc1ccc(CNC(=O)c2cc(-c3ccccc3C)n(CC3CC(c4cccc([N+](=O)[O-])c4)=NO3)n2)cc1 (stereo unspecified)	99	122	100	100	97	-5	134	0
Nc1[nH]c(N=NC(=O)c2ccccc2)c2ccccc12	109	109	105	105	98	-14	93	0
COC(=O)c1[nH]c2ccc(Cl)cc2c1NC(=O)CN1CCc2cc(OC)c(OC)cc2C1	103	104	98	107	101	8	102	2
O=C(O)c1ccc(Cl)c(S(=O)(=O)NCC2CCCO2)c1 (stereo unspecified)	103	92	96	101	101	3	104	7
Cn1nc(Oc2ncc(C(F)(F)F)cc2Cl)cc1C(F)(F)F	105	100	100	98	106	2	99	1
C=C(C)Cn1c(C)cc(C)c(S(=O)(=O)c2ccc(C)cc2)c1=O	99	97	99	101	123	10	101	1
CC(Oc1ccc(-c2ccccc2)c(F)c1)c1ccn(S(=O)(=O)c2ccc(F)cc2)n1 (stereo unspecified)	106	109	108	105	89	-6	103	1
Nn1c(-c2ccc(O)cc2)nnc1-c1ccc(O)cc1	115	105	101	100	96	2	114	2
CCCCCCNC(=O)CCCCCNS(=O)(=O)c1ccc(OC)cc1	103	108	104	93	104	-13	93	1
CCCCc1c(C)c2cc(C)ccc2[nH]c1=O	105	104	99	103	112	-10	106	2
COc1cccc(NC(=O)c2sc3nc4n(c(=O)c3c2C)CCC4)c1	96	96	97	105	116	-5	105	2
Cc1ccc(C(=O)NC2CCc3ccccc3C2=O)cc1 (stereo unspecified)	91	94	89	96	108	13	93	0
COc1ccc(NC(=O)CC2CC3CCC2C3)cn1 (stereo unspecified)	98	92	98	96	98	16	102	0
CCn1c(=O)cc(SCC(=O)Nc2cccnc2)c2ccccc21	101	100	100	106	100	6	106	1
O=C(N1CCOCC1)N1CCC(NC(=O)C23CC4CC(CC(C4)C2)C3)CC1	100	99	97	98	110	52*	100	0
CCOC(=O)c1ccc(NC(=O)CSc2n[nH]c(-c3ccncc3)n2)cc1	73	115	101	107	105	-2	103	3
COc1ccc(/C=C/C(=O)NC(C)CCc2ccccc2)cc1OC (stereo unspecified)	97	103	97	106	100	1	90	1
O=C1CSC(c2cccnc2)N1c1ccc(F)cc1 (stereo unspecified)	92	92	101	93	103	5	96	2
COc1cc(S(=O)(=O)NCc2ccccn2)c(OC)cc1Cl	106	111	97	103	96	2	103	0
Cc1cccc(S(=O)(=O)N(CC(=O)Nc2ccccc2C)Cc2ccco2)c1	97	112	97	120	94	0	119	1
Cc1ccc(S(=O)(=O)N2CCN(C)CC2)c(C)c1N(C)S(=O)(=O)c1ccc(Cl)cc1	92	97	93	96	112	2	94	0
COc1cc(-c2nnc(SCC(=O)N3CCCC3)o2)cc(OC)c1OC	109	108	108	112	99	25	109	0
CCOC(=O)N1CCN(CC(c2ccccc2)c2ccccc2)CC1	95	106	93	96	96	-2	88	4
CCOc1ccc(NC(=O)C/C(C)=N/NC(=O)c2cnccn2)cc1	93	98	107	100	98	16	89	0
Cc1cccc(NC(=O)C2CCCN2C(=O)OCC(C)C)c1 (stereo unspecified)	24[may fluoresce violet]	?	58[may fluoresce violet]	231*[may fluoresce violet]	109	1	95[may fluoresce violet]	1
COC(=O)c1nc(NC(=O)c2cc(OC)c(OC)c(OC)c2)n[nH]1	99	114	109	111	100	-15	107	1
CC(C(=O)NC(=O)NC1CCCCC1)N1CCN(c2ccc(O)cc2)CC1 (stereo unspecified)	101	104	100	101	82	11	95	4
Clc1ccc(-n2ncc3c(NCc4ccco4)ncnc32)cc1	94	96	92	98	i	1	92	0
COc1cccc(-n2c(C)nnc2SCC#N)c1	107	116	108	87	95	-4	94	0
CCOC(=O)CCNC(=O)N1CCCC(C(=O)c2ccc3c(c2)OCO3)C1 (stereo unspecified)	103	108	103	107	79	0	88	2
Cc1c(C)c2c(OCC(=O)Nc3ccc(CCO)cc3)cc3c(c2oc1=O)CCC(C)(C)O3	96	91	95	106	131	25	100	0
Cc1ccc(OCC(=O)NNC(=O)[C@@H]2CCCC[C@@H]2C(=O)O)c(Br)c1	100	94	114	105	111	6	71	0
COc1ccccc1-c1cc(C(=O)NCCN2CCOCC2)no1	93	89	93	98	115	6	96	2
CNc1nc(N2CCc3ccccc32)ncc1F	100	100	96	101	100	7	111	1
FC(F)(F)c1cccc(Oc2nc(-c3ccccc3)nnc2C(F)(F)F)c1	97	nt	101	98	107	33	100	0
COC(=O)c1ccc(NC(=O)Cn2nc(-c3ccncc3)nc2SCC(=O)Nc2nccs2)cc1	92	nt	102	91	100	23	95	0
COc1cc(-c2nnc(COc3ccc4cc(Br)ccc4c3)o2)cc(OC)c1OC	104	nt	102	99	104	-3	93	0
Cc1ccc(C)c(SCC(=O)NCC(c2ccco2)N2CCCCC2)c1 (stereo unspecified)	107	99	100	104	91	-4	99	0
O=C(CSc1ccc(C(F)(F)F)cc1[N+](=O)[O-])Nc1ccccc1	98	89	99	104	108	3	104	0
CCOC(=O)C(NCc1ccccc1OC)(NC(C)=O)C(F)(F)F (stereo unspecified)	99	nt	110	101	101	5	93	0
CCCn1cc(S(=O)(=O)c2ccccc2)c(=O)c2cc(OCC)ccc21	98	96	98	97	102	10	107	3
O=C(CCC(=O)N(CC(=O)NC1CCCC1)C1CCCC1)Nc1ccccn1	nt	100	98	100	90	9	102	1
CCN(CC)C(=O)c1sc(NC(=O)c2cccs2)c(C#N)c1C	100	103	101	105	99	7	106	2
COc1cccc(/C=C/C(=O)OCC(=O)c2ccccc2)c1OC	97	86	98	96	99	27	109	0
CCCn1nc(C(=O)NCCN2CCOCC2)c2ccccc2c1=O	100	91	102	96	79	1	99	1

(continued)
SMILES	AGP1 TOR yeast	CIT2 TOR yeast	RPL19A TOR yeast	MEP2 TOR yeast	Yeast superoxide	VLA-4 inh	LAP4 TOR yeast	GRK2 inh
COc1cccc(CCNC(=O)c2cc(COc3c(F)cccc3F)on2)c1	93	93	100	98	94	15	92	2
COc1cccc(CCNC(=O)CCc2nnc(-c3cc(C)oc3C)o2)c1	97	95	101	98	90	4	91	0
O=S(=O)(Cc1ccc(Cl)cc1)NCc1ccc2c(c1)OCO2	99	nt	112	105	96	-11	91	26
COc1ccc([C@H]2CC(=O)C=C(c3cccc4c3sc3ccccc34)C2)cc1OC	110	106	101	96	88	-1	106	3
CC(=O)Nc1sc(C)c(C)c1C(=O)OCC(=O)Nc1cccc(C)c1	93	86	93	92	96	-3	93	1
CCOCCCNC(=O)c1cn(CC(C)C)c(=O)c2c1c1ccccc1n2C	101	96	100	91	102	-2	94	0
O=S(=O)(c1ccccc1)N1CCN(CCO)CC1	98	99	99	126	99	-1	103	0
N#Cc1ccc(C23OCCN2CCn2nc4ccccc4c23)cc1 (stereo unspecified)	95	95	92	90	122	32	86	9
COc1ccccc1CNC(=O)c1ccccc1OC	99	94	97	101	95	0	103	0
CCNc1nc(NC(C)(C)C)nc(Oc2ccc(=O)n(-c3ccccc3)n2)n1	114	112	118	120	112	-5	99	6
O=C(CSc1nnc(-c2ccccc2F)o1)N1CCNC1=O	110	100	106	108	100	11	114	0

Assay outcomes from PubChem.
